m5-HT2A agonist = mouse Htr2a agonists via beta-arrestin recruitment, primary screen, cell-based, luminescence; 5-hydroxytryptamine receptor 2A (Mus musculus), P35363; CHO-K1 mHTR2A beta-arrestin complementation; percent of 30 µM serotonin response; activation, % at 7.6 µM; 360,000 tested, 0.66% active;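 active = activation above a run cutoff, the mean activation of all tested compounds plus 3 SD, cut at about 14% in these data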;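 also: 0% = plate median of compound wells and 100% = 30 µM serotonin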
Target sequence (P35363 whole entry, looked up): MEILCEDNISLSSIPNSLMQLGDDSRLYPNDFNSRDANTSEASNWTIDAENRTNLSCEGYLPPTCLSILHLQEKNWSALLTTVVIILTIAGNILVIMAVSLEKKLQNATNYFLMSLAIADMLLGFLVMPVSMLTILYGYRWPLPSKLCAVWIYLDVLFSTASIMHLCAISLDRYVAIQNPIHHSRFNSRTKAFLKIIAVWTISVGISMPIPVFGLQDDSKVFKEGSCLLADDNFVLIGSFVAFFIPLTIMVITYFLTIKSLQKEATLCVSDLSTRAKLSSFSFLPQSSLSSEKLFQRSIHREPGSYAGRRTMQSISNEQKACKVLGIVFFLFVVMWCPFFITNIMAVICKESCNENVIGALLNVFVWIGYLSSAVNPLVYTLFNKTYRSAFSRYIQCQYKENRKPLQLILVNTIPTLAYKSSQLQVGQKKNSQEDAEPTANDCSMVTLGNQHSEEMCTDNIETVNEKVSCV
PDI turbidity = inhibitors of human PDI, primary screen, biochemical, turbidity, single point, plate reader; Protein disulfide-isomerase (Homo sapiens), P07237; PDI insulin aggregation turbidity, A650, 90 min; inhibition, % at 10 µM; 350,000 tested, 0.052% active;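 active = mean inhibition across replicates of 30% or more, whatever share of single replicates reach that level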;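 also: absorbance from insulin aggregation driven by PDI reduction with DTT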
NR2E3 ag-1 = NR2E3 agonists in two-hybrid cells, primary screen, cell-based, luminescence, CHO-S, Gal4-NCOR/VP16-NR2E3 | Photoreceptor-specific nuclear receptor (Homo sapiens), Q9Y5X4 | luciferase | inhibition of corepressor binding, % at 3.98 µM | 360,000 tested, 0.35% active | AID 602229, 2012;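 active = inhibition above the mean of all tested compounds plus 3 SD, cut at about 70% in these data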;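 also: 0% = DMSO with NR2E3 transfected cells and 100% = cells lacking NR2E3 construct; higher means lower luciferase signal from less NR2E3 corepressor binding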
Target sequence (Q9Y5X4 whole entry, looked up, the tested form may be a part): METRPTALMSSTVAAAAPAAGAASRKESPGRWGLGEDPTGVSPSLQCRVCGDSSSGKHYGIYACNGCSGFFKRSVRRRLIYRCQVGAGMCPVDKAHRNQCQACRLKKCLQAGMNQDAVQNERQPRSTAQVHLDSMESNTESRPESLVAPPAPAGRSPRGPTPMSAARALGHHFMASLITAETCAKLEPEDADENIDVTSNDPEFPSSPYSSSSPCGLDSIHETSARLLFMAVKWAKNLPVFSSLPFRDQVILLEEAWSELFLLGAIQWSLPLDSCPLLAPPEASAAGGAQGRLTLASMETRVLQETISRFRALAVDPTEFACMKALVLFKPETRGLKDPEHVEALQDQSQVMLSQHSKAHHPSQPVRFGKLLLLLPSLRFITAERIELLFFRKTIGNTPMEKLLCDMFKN
hiPSC survival = enhancers of single-cell hiPSC survival, primary screen, ATPlite luminescence. 100% = ROCK inhibitor wells, 0% = DMSO. 360,000 tested, 0.044% active. survival enhancement, % at 20 µM; in the data active = survival enhancement above about 18%;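 also: cells exposed to compounds for 16 hours before the ATP read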
Peg3 prom inh = Peg3 promoter-driven luciferase inhibitors, primary screen, cell-based, HeLa, luciferase luminescence. HeLa PEG-Prom luciferase reporter, overnight. inhibition, % at 20 µM. 360,000 tested, 1.7% active;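 active = inhibition of at least 50% at 20 µM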
CaV13 ICDI inh = Disruptors of the CACNA1D IQ motif to Ca2+-dependent inactivation inhibitor domain association, primary screening, Förster resonance energy transfer in intact living …; HEK cells, CFP/YFP FRET ICDI-IQ, plate reader, 10 min; percent FRET-ratio fall versus neutral wells; inhibition, % at 12.3 µM; 340,000 tested, 0.098% active;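 active = mean replicate inhibition of at least 30% and at least 1% of replicates passing that level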;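 also: 0% = median of the neutral control wells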
TRPM1 prom inh = inhibitors of MITF-dependent TRPM1 promoter reporter, primary screen, cell-based, SK-MEL-5, single point, luciferase. inhibition, % at 12.5 µM. 330,000 tested, 0.83% active. AID 488899, 2010. SK-MEL-5 TRPM1 promoter luciferase, 24 h;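 active = mean inhibition across replicates of 60% or more, whatever share of single replicates reaches that level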; also: values of inactives mirror those of a sister screen read the other way
HIF-2a inh = HIF-2a reporter inhibitors, primary screen, luminescence, 786-0 RCC cells. inhibition, % at 18.8 µM. 786-0 RCC cells HIF-2a reporter, luciferase luminescence, overnight. 360,000 tested, 0.72% active;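 active = inhibition of the luminescence signal of 40% or more relative to plate controls, in a single-dose primary screen at 18.75 µM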
NR2E3 ag-2 = inhibitors of NR2E3-RetCOR corepressor binding, primary screen, NR2E3 agonist project, biochemical, TR-FRET, GST-NR2E3, biotin-RetCOR. Photoreceptor-specific nuclear receptor (Homo sapiens), Q9Y5X4. 1536-well. inhibition of corepressor binding, % at 4.78 µM. 320,000 tested, 0.12% active. AID 2300, 2010;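 active = percent inhibition above the cutoff of mean plus 3 SD of all tested compounds, set per screening campaign, cut at about 20% in these data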;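 also: 0% = DMSO wells and 100% = biotin wells as full block of FRET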
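Assay system: NR2E3–RetCOR corepressor complex. Quantity: 1.35 nM GST-NR2E3. Buffer or medium: pH 7.5 Tris-based buffer. Reagent: biotinylated RetCOR corepressor at 7 nM final. Schedule: 5 h at 4 °C. Detection: TR-FRET, emission read at 617 and 671 nm. Replicates: one well per compound, singlicate testing.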
Shn3 3UTR inh = reduction of Shn3 3'UTR firefly luciferase signal, primary screen, Schnurri-3 inhibitor project, cell-based, Clone20 osteoblasts, set 2. Clone20 osteoblast Shn3 3'UTR firefly luciferase, 24 h. inhibition, % at 12.5 µM. 360,000 tested, 0.52% active;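 active = mean inhibition of at least 75% with every replicate also reaching 75%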;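 also: 0% = median of neutral control wells and 100% = pilot-screen positive control compound; some compounds past the cut are filed as inactive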
Cardio protect = cardioprotection against H2O2-induced cell death, primary screen, uHTS, H9c2 cells, ATPLite luminescence | H9c2 cardiomyocytes, H2O2 injury protection, 2 h | protection from H2O2 cell death, % at 20 µM | 360,000 tested, 0.63% active;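 active = compounds giving at least 50% protection of heart cells from peroxide-induced death in the single-dose screen, raw or plate-pattern-corrected value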;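 also: 0% = DMSO wells with peroxide and 100% = DMSO wells without peroxide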
* = called active by the depositor; x = not tested or not shown. Rows were taken by chance; any-hit rate near 3.9%.

Below each SMILES: NR2E3 ag-1, TRPM1 prom inh, CaV13 ICDI inh, PDI turbidity, hiPSC survival, NR2E3 ag-2, m5-HT2A agonist, Cardio protect, Shn3 3UTR inh, Peg3 prom inh, HIF-2a inh
1	O=C(CCC(=O)Nc1ccccc1Cl)N/N=C/c1c[nH]c2ccccc12
  14.2, 8.8, -5.0, 2.1, 2.5, -3.8, 22.0*, -7.3, 3.1, 0.1, 17.4
2	CC(=O)c1cn(CC(=O)Nc2ccccc2F)c2ccccc12
  -12.9, 24.1, -1.9, -2.8, 0.0, -0.8, 2.0, -12.5, 34.6, 1.1, 14.9
3	COc1ccc(CNC(=O)c2cccc3c(-c4cnn(C)c4)coc23)cc1OC
  62.9, x, -4.3, 2.4, -3.1, x, 7.6, -6.2, 49.6, 4.3, -3.8
4	COc1ccc(C2=C(c3ccc([N+](=O)[O-])cc3)C(=O)OC2)cc1
  -5.2, -5.8, -2.6, -2.1, 0.3, -4.3, 3.5, 1.5, -6.3, 2.8, 15.6
5	Cc1ccc(Cl)cc1NC(=S)N(CCCN1CCN(C)CC1)Cc1cccs1
  15.5, 2.5, -27.1, 1.2, -0.7, -2.3, -5.3, 2.6, 26.1, 3.4, 9.0
6	CCc1ccccc1N(CC(=O)N1CCN(c2ccccc2)CC1)S(C)(=O)=O
  -20.1, 11.0, -5.3, 0.9, -1.9, -1.1, -6.8, 0.7, 0.0, 15.0, 7.0
7	O=CNCC(=O)NCCc1ccc(Cl)cc1
  -19.9, 2.3, -4.7, 3.1, 0.2, 0.3, 4.1, -5.0, 17.0, 8.1, 1.4
8	O=C(CSc1nnc(NC2CCCCC2)s1)NN1C(=O)NC2(CCCCC2)C1=O
  -0.8, -5.0, -5.5, 4.6, -0.2, -0.6, 1.5, 0.7, 8.3, -10.3, 15.9
9	COCCCNc1oc(-c2cccs2)nc1S(=O)(=O)c1ccc(C)cc1
  -3.4, 3.1, -6.1, 0.6, -0.5, -2.5, -3.4, -0.1, -9.3, 3.0, 0.6
10	c1ccc(Cn2nnc3c(NCC4CCCO4)ncnc32)cc1 (stereo not drawn)
  -45.1, -2.2, -8.7, -2.5, -0.4, 5.9, 2.2, 5.9, -26.9, 11.1, 7.9
11	COc1ccc(NC(=O)c2sccc2C)cn1
  -56.2, -36.7, 2.2, 2.4, -0.1, -2.0, 8.5, 5.1, -40.3, -187.7, -212.0
12	Cc1nnc(NC(=O)CN2CCN(Cc3ccccc3Cl)CC2)s1
  17.0, -0.2, -4.9, 13.0, -0.1, 0.7, 4.3, 11.5, 11.7, 12.6, 18.3
13	Cc1cccc(C(=O)NNC(=O)CSc2nnc(C(C)C)n2C)c1
  6.5, 2.7, -2.2, -1.1, -0.7, 1.6, 4.6, 12.3, -2.7, 1.3, -8.4
14	CCc1nc2c(OCc3ccc(F)c(F)c3)cccn2c1N(C)C(=O)c1cccs1
  2.7, x, -5.8, 0.9, 2.5, x, 1.6, 4.4, 15.0, 15.8, 15.8
15	O=C(O)c1ccccc1SCCS(=O)(=O)c1ccc(Cl)cc1Cl
  -30.1, -3.4, x, -10.6, -0.4, -3.6, -1.3, 4.0, 5.9, -4.7, 9.9
16	C=C(CCO)C1=CCN(S(=O)(=O)C(C)(C)C)[C@H]1CCO
  -46.5, 6.4, -3.4, 0.7, 0.6, x, 2.8, -5.8, -2.2, -9.4, -2.4
17	COc1ccccc1OCC(=O)Nc1ccccc1C(=O)NCc1cccnc1
  -6.0, 1.2, -3.3, -12.9, -0.4, 0.7, 0.0, 1.3, 10.2, -0.3, 4.2
18	Cc1ccccc1NC(=O)Cn1c(=O)oc2ccccc21
  11.3, -3.2, -1.1, -6.8, -0.4, 1.8, 5.0, -2.3, -9.7, 7.8, 19.2
19	Cc1cccc(Oc2ccc(S(=O)(=O)N3CCCCC3)cc2N)c1
  -16.5, 12.9, -2.8, 0.9, 0.0, 0.0, -4.0, -14.0, 25.5, 11.2, 21.4
20	COc1ccc(C(=O)OCn2nnc3ccccc3c2=O)cc1
  -20.8, -10.9, 3.3, -1.7, 0.5, 1.5, -0.6, -4.9, 11.6, 1.3, -0.9
21	CSc1nc2nc(Cl)c(Cl)nc2[nH]1
  -17.5, x, -10.1, -7.2, 2.3, x, 0.6, -10.6, 5.5, -7.4, -9.2
22	CC1CCc2nn(CC(=O)N3CCCCCC3)cc2C1 (stereo not drawn)
  -32.0, 0.8, -2.4, x, 0.4, -0.4, 0.7, 18.7, -31.6, -17.1, -26.6
23	CCOc1ccc2nc(NC(=O)C(NS(=O)(=O)c3cccc4nsnc34)C(C)C)sc2c1 (stereo not drawn)
  -26.5, x, -7.9, 3.6, -4.3, -0.6, -6.9, 0.8, 4.5, 27.3, 19.0
24	c1ccc(-c2csc3nnc(SCc4ccc5c(c4)OCO5)n23)cc1
  6.4, 4.8, -4.3, x, 0.1, 0.3, -4.8, -7.9, 23.8, 20.1, 17.3
25	CC(C)C[C@@H](CN1CCCC1CN1C(=S)NC[C@@H]1Cc1ccc(O)cc1)N1C[C@H](Cc2ccccc2)N(CC2CCCCCC2)C1=S (stereo partly drawn)
  -64.7, 3.2, -8.3, -3.3, -3.5, x, -0.2, -21.7, 25.4, 5.1, -5.5
26	Cc1nn(C)c(C(=O)N/N=C/c2cccnc2)c1Br
  -7.6, 6.4, -2.6, 6.8, -0.5, 3.3, -5.8, 4.9, 4.2, 25.4, 9.5
27	COc1cc(C(=O)NCCNc2nc3cc(C)ccc3cc2C#N)cc(OC)c1OC
  -13.9, 6.5, -18.6, -6.6, -0.6, -0.7, 1.7, 7.9, 8.1, 33.9, 13.7
28	CC(C)c1ccc(/C=C2\NC(=O)NC2=O)cc1
  -27.6, -23.1, 4.3, 5.8, 1.5, 2.8, 11.7, -2.3, 2.0, -80.3, -129.1
29	Cc1nc(N2CCOCC2)c2cc(-c3ccccc3)sc2n1
  -12.1, -44.0, -4.4, 2.8, 1.6, 1.6, -1.4, 9.2, 25.6, -20.5, -72.2
30	O=C(NC(=S)Nc1ccc(N2CCCCC2)c(Cl)c1)c1cccs1
  -83.9, 2.5, -5.0, 2.6, 0.7, 0.5, -1.6, -25.2, -6.1, -140.3, -84.0

Next section, starting with the last 2 of the part before.
Below each SMILES: NR2E3 ag-1, TRPM1 prom inh, CaV13 ICDI inh, PDI turbidity, hiPSC survival, NR2E3 ag-2, m5-HT2A agonist, Cardio protect, Shn3 3UTR inh, Peg3 prom inh, HIF-2a inh
29	Cc1nc(N2CCOCC2)c2cc(-c3ccccc3)sc2n1
  -12.1, -44.0, -4.4, 2.8, 1.6, 1.6, -1.4, 9.2, 25.6, -20.5, -72.2
30	O=C(NC(=S)Nc1ccc(N2CCCCC2)c(Cl)c1)c1cccs1
  -83.9, 2.5, -5.0, 2.6, 0.7, 0.5, -1.6, -25.2, -6.1, -140.3, -84.0
31	O=C(NCc1ccccc1)NC1CCS(=O)(=O)C1 (stereo not drawn)
  -5.2, -1.9, -6.3, 13.3, 2.2, 0.9, 6.6, 2.9, -9.1, 9.4, 7.4
32	O=C(N/N=C/c1coc2ccccc2c1=O)c1ccccc1Br
  -11.7, -13.2, -8.5, -0.6, -0.9, 3.8, -0.3, 5.5, 5.3, -1.9, 13.5
33	O=C(c1ccc(Cl)c([N+](=O)[O-])c1)N(c1ccccn1)c1ccccn1
  -15.2, -0.8, -5.0, 7.7, 3.6, 3.6, 3.3, 3.0, 13.8, -10.4, 9.3
34	COc1ccc(OC)c(/C=N/n2c(C)nc3ccccc3c2=O)c1
  -27.8, x, -14.4, -5.2, -0.6, -3.0, -0.1, 4.0, 1.0, 11.3, 6.0
35	Cc1cnc(NC(=O)CSc2nnc3ncccn23)s1
  -27.6, -0.4, -5.8, 5.5, 0.4, -0.4, -2.9, 1.4, -5.3, 11.9, -29.0
36	O=C(COC(=O)c1ccc2c(c1)OCCO2)NCCc1ccc(F)cc1
  -2.9, -3.6, -15.9, 9.6, -0.1, x, 0.3, -6.7, 5.0, 2.5, -2.5
37	Cc1nn(C)c(C)c1NC(=O)C12CC3CC(CC(C3)C1)C2
  -10.8, 2.6, -3.5, -2.1, 0.1, 1.8, 2.3, -0.2, 2.8, -1.4, 3.1
38	COc1ccc(-c2cc(C3CC3)nc3sc(C#N)c(N)c23)cc1
  1.6, -13.1, -6.6, -5.5, -0.6, 5.3, 1.1, 7.0, 24.4, 9.6, 14.6
39	CS(=O)(=O)c1nc(S(=O)(=O)c2ccc(Cl)cc2)c(NCc2ccccn2)s1
  -13.7, 7.6, -3.9, -1.3, 0.9, -3.8, -1.6, 4.7, -4.9, 23.2, 7.1
40	O=C(O)/C=C\C(=O)Nc1ccc(N2CCN(c3cccc(Cl)c3)CC2)cc1
  -9.4, -8.1, -5.2, 2.1, -3.4, 0.7, 16.8*, 2.9, 23.0, 3.0, -0.8
41	COc1cc(NC(=O)Cn2cnc3ccccc3c2=O)c(OC)cc1Cl
  -6.6, 0.7, -4.2, 4.7, 0.4, 0.1, 0.0, 2.5, 9.5, 12.0, 17.5
42	Cc1c(C(=O)N2CCN(C(=O)c3ccco3)CC2)oc2c(Cl)cccc12
  7.1, -21.5, -5.2, -3.8, -0.2, 2.9, 3.2, 6.0, 4.0, -1.9, 10.9
43	Cc1ccc(Cn2c(=O)sc3ccccc3c2=O)cc1
  -5.4, -2.8, x, -3.7, 1.6, 3.3, -4.3, 6.4, 18.6, -9.1, -45.9
44	COC(=O)c1ccc(S(=O)(=O)N2CCC(C(N)=O)CC2)n1C
  -12.7, 0.6, -2.5, -5.1, -0.4, 2.3, 4.0, -3.4, -12.0, 4.8, 16.8
